Bioassay records deposited in PubChem BioAssay by National Center for Advancing Translational Sciences (NCATS).
SNCA viab count: cell viability loss counter-screen. 150,000 tested, 0.12% active. HEK-293-SNCA-luc viability, GF-AFC fluorescence, 24 h. Potency, µM (titrated, usually from 57.1 µM), without a hit: at the highest dose activity change, negative = cytotoxicity, hits mostly cytotoxic;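 note: potency is the fitted concentration of half-maximal effect; 0% = DMSO-treated cells and -100% = medium-only wells without cells; nearly all actives have a fitted effect of over 30% in size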
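HEK-293-SNCA-luc cells (1500/well) plated 24 h, then exposed 24 h to a dilution series; GF-AFC added 30 min at 37C, fluorescence 405/540 nm; normalised to medium-only and DMSO wells, Hill fit.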
3T3 cytotox: kills NIH 3T3 cells | NIH 3T3 viability, CellTiter-Glo ATP luminescence, 48-72 h | 94,000 tested, 4.3% active | Potency, µM (highest dose often 96.7 µM), inactives show top-dose activity change, negative = cytotoxicity, actives largely listed as inhibitors; note: potency is the fitted concentration of half-maximal effect; nearly all actives have a fitted effect of over 55% in size
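ATP-dependent luminescence (CellTiter-Glo) served as the viability signal for NIH 3T3 cells treated with compound for 48 or 72 hr at 37 °C.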
GPT2 inhibitor: GPT2 alanine aminotransferase inhibition; Potency, µM (top dose mostly 57.7 µM), for the others: at the highest dose activity change, negative = inhibition, most hits filed as inhibitors; 100,000 tested, 0.25% active; AID 1671188; Q8TD30; Recombinant GPT2, coupled pyruvate oxidase/HRP Amplex Red fluorescence; note: potency is the fitted concentration of half-maximal effect; nearly all actives have a fitted effect of over 60% in size; many of its hits are not listed in these tables
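Inhibition is scored from Amplex Red fluorescence generated when pyruvate oxidase and HRP act on pyruvate released by GPT2. Reactions contain 10ng/uL enzyme, 250uM a-KG and 2mM L-alanine and run 30 min at room temperature.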
Luciferase inh: inhibitors of firefly (Photinus pyralis) luciferase; 76,000 tested, 2.5% active; purified P. pyralis luciferase, luminescence, biochemical; P08659; Potency, µM (titrated, usually from 115 µM), for the others: top-dose activity change, negative = inhibition, usual class: inhibitors; AID 1347043; note: potency is the fitted concentration of half-maximal effect; nearly all actives have a fitted effect of over 65% in size
Target sequence (P08659 whole entry, looked up): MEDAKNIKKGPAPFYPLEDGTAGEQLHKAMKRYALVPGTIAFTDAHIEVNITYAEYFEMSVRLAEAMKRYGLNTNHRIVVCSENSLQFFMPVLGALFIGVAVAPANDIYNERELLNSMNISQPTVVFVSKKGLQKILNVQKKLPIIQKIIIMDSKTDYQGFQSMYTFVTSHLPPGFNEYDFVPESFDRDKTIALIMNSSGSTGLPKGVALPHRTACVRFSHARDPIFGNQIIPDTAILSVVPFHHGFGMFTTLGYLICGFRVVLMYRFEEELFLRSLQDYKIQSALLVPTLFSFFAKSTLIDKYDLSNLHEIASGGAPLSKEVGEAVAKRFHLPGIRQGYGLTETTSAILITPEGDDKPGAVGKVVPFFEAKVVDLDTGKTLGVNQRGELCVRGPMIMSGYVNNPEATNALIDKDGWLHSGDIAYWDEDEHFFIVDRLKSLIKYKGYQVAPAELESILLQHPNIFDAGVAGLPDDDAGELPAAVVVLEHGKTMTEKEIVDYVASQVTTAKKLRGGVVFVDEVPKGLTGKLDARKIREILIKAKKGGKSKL
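Luminescence read by CCD imaging after purified firefly luciferase (10nM final) was added to substrate buffer holding 10uM D-luciferin and 10uM ATP, pH 7.5, pre-dosed with compound.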
SNCA expr inhib: reduces expression of the alpha-synuclein gene. Potency, µM (series often up to 57.2 µM), for the others: at the top dose activity change, negative = inhibition, actives largely listed as inhibitors. HEK-293 SNCA-luciferase knock-in, luminescence, 24 h. 140,000 tested, 0.17% active;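 note: potency is the fitted concentration of half-maximal effect; plate controls were DMSO cells for no effect and cell-free wells for full effect; nearly all actives have a fitted effect of over 45% in size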
HEK cytotox: kills HEK 293 cells; HEK 293 viability, ATP luminescence (CellTiter-Glo), 48-72 h; Potency, µM (doses to about 115 µM), for inactives: top-dose activity change, negative = cytotoxicity, most hits filed as inhibitors; 94,000 tested, 6.6% active; AID 1345083; note: potency is the fitted concentration of half-maximal effect; nearly all actives have a fitted effect of over 60% in size
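qHTS cytotoxicity; HEK 293, 250 cells/well; compound pinned; 48 or 72 hr, 37 degree Celsius, 5% CO2, 95% humidity; CellTiter-Glo, 10 min RT; luminescence (ATP).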
IP6K1 inh: IP6K1 kinase inhibition. 140,000 tested, 0.81% active. Q92551. activity change, % (series mostly up to about 58 µM). AID 1645851. IP6K1 kinase, ADP-Glo luminescence, 2 h; stronger effect = lower value; in the data active = activity change below about -25%
Target sequence (Q92551 whole entry, looked up): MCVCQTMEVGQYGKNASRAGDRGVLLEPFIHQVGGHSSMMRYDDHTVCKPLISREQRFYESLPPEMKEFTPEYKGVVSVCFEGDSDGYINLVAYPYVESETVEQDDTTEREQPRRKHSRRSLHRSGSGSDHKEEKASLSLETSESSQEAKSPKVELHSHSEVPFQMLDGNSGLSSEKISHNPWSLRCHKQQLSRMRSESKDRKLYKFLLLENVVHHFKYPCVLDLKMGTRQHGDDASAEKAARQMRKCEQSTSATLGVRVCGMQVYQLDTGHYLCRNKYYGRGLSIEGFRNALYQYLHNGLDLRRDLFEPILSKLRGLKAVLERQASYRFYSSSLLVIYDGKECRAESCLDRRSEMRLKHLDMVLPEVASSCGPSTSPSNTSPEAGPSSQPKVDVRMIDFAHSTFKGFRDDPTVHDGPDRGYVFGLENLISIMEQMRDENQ
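ADP-Glo luminescence measures ADP made by human IP6K1 during a 2 h RT reaction with ATP/IP6 (mix at 1.3 mM/130 uM); top library doses 57.5 and 19.1 uM final.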
Active calls of the source: *; i = inactive; ? = inconclusive; nt = no result given; [ ] = remark or other dose. Unless noted, calls come from the whole dose curve; as a rule, active = well fitted curve in the direction sought with a large enough effect; inconclusive = small, poorly fitted or top-dose-only effect, or another doubt; inactive = no such curve, though single readings can be large; an effect the other way counts as inactive or inconclusive. Unless noted, % is set by controls: 0 for no effect and ±100 for the full control effect. Not all compounds are listed, so the mix of outcomes need not match the whole.

SMILES | SNCA viab count | 3T3 cytotox | GPT2 inhibitor | Luciferase inh | SNCA expr inhib | HEK cytotox | IP6K1 inh
CN(C)C[C@@H]1CN(c2ncccn2)C[C@H]1NC(=O)c1cnccn1 | 4% | -6% | -21% | 5% | -1% | -3% | 20
CN(C(=O)c1ccc(C(F)(F)F)cc1)C1CCOc2ccccc21 (stereo not given) | 11%[87.6 µM] | ? | 4%[88.5 µM] | -16%[172 µM] | 46%[activator][87.6 µM] | ? | -6
Cc1ccc(CNC(=O)N2C[C@@H](F)C[C@H]2C(=O)N2CCCCC2)cc1 | -16% | i | -6% | 9% | -5% | 9% | 6
Cc1ccc2nc([C@H]3CCN(Cc4ccc(S(C)(=O)=O)cc4)C3)[nH]c2c1 | -5%[87.6 µM] | -26%[174 µM] | 5%[88.5 µM] | -13%[172 µM] | 3%[87.6 µM] | 79µM* | 10
CCOc1ccccc1NC(=O)c1c(NC(=O)COc2ccccc2)sc2c1CCCC2 | 2% | nt | nt | nt | -3% | nt | -18
CC(C)=CCCC(C)=CCCC(C)=CCCC(C)=CCCC(C)=CCCC(C)=CCCC(C)=CCCC(C)=CCCC(C)=CCO | 5% | nt | i | nt | -3% | nt | nt
Cc1ccc2c(c1)N(C(=O)c1ccc(F)cc1)C(C)(C)CC2(C)c1ccccc1 (stereo not given) | 1% | nt | nt | nt | 10% | nt | 7
O=C(O)CCC(=O)N1CCCC1C(=O)O (stereo not given) | 12% | nt | 3% | nt | -6% | nt | nt
O=C1NCCN2CC3(CCN(S(=O)(=O)c4ccc5c(c4)OCCO5)CC3)CC12 (stereo not given) | -3% | -22% | i | 4% | -10% | -19% | 6
COc1ccc(C)cc1NC(=O)CCc1ccc2c(c1)CN(C(=O)C1CC1)CCO2 | -5%[12.5 µM] | -25% | 1% | 0% | ? | ? | -6
CC(C)(C)c1ccc(CSC2=Nc3ccccc3C3=NC(CC(=O)NCc4cccs4)C(=O)N23)cc1 (stereo not given) | -9% | nt | nt | nt | -10% | nt | -26*
C=CCc1cccc2cc(C(=O)Nc3ccc(F)cc3)c(=O)oc12 | -1% | nt | nt | nt | 14% | nt | -4
CC(C)N1C(=O)C2(CCCC2)C1C(=O)N1CCN(C2CCCCC2)CC1 (stereo not given) | -3% | -3% | i | 2% | 28% | -17% | -9
O=[S+]1([O-])NC2(CCN(Cc3cccc4ccccc34)C2)CNc2ccccc21 (stereo not given) | -7% | ? | i | -10% | 7% | 40µM* | 34
CC(=O)N1CCC(c2nn(-c3ccccn3)c(=O)[nH]2)CC1 | 10%[87.6 µM] | 1%[138 µM] | -6%[88.5 µM] | nt | 8%[87.6 µM] | -11%[172 µM] | 9
O=S(=O)(c1cccc(Cl)c1)N1CCC(n2cnnc2C2CC2)CC1 | 7% | -10% | -8% | 1% | 0% | 3% | -4
Cn1cnc(S(=O)(=O)N2CCC(C(=O)Nc3ccc(OC(F)(F)F)cc3)CC2)c1 | 4% | nt | nt | nt | -5% | nt | 24
CN(C)CCNC(=O)C[C@H]1NC(=O)c2ccccc2NC1=O | -4% | 4% | -9% | 7% | 23% | 7% | -1
CN1C(=O)C2(CCN(Cc3cncs3)C2)c2ccccc21 (stereo not given) | 4%[87.6 µM] | -19%[138 µM] | i | 4%[172 µM] | 23%[87.6 µM] | ? | 0
COc1ccc(C(=O)N2CCN(C(=O)c3cccc(-c4ccccc4OC)c3)CC2)cc1 | 1%[12.5 µM] | ? | -10% | nt | -2% | ? | -1
O=C(CSc1nc(-c2ccccc2)nc2c1CCCC2)c1ccc(F)cc1 | -2% | nt | nt | nt | 18% | nt | -5
CC1CC(=O)NN=C1c1ccc(NCC(C)(C)NCC(O)COc2cc(Cl)ccc2C#N)cc1 (stereo not given) | -11% | nt | 0% | nt | 29%[25.6 µM] | nt | -3
CC(C)(O)C1CCCN(C(=O)c2cc(COc3cccc(F)c3)[nH]n2)C1 (stereo not given) | -3% | -11% | -25% | 5% | 0% | -14% | 7
CCOCc1nc(C2CCCN(C(=O)NC3CCCC3)C2)no1 (stereo not given) | 2%[12.5 µM] | -13% | 5% | 2% | -6% | 14% | 1
CN(C)c1ccc(-c2nc3cnccn3c2Nc2cccc(C(F)(F)F)c2)cc1 | 8% | nt | nt | nt | 11% | nt | -10

Part of the list above, set out differently:
SMILES	SNCA viab count	3T3 cytotox	GPT2 inhibitor	Luciferase inh	SNCA expr inhib	HEK cytotox	IP6K1 inh
CC(C)N1C(=O)C2(CCCC2)C1C(=O)N1CCN(C2CCCCC2)CC1 (stereo not given)	-3%	-3%	i	2%	28%	-17%	-9
O=[S+]1([O-])NC2(CCN(Cc3cccc4ccccc34)C2)CNc2ccccc21 (stereo not given)	-7%	?	i	-10%	7%	40µM*	34
CC(=O)N1CCC(c2nn(-c3ccccn3)c(=O)[nH]2)CC1	10%[87.6 µM]	1%[138 µM]	-6%[88.5 µM]	nt	8%[87.6 µM]	-11%[172 µM]	9
O=S(=O)(c1cccc(Cl)c1)N1CCC(n2cnnc2C2CC2)CC1	7%	-10%	-8%	1%	0%	3%	-4
Cn1cnc(S(=O)(=O)N2CCC(C(=O)Nc3ccc(OC(F)(F)F)cc3)CC2)c1	4%	nt	nt	nt	-5%	nt	24
CN(C)CCNC(=O)C[C@H]1NC(=O)c2ccccc2NC1=O	-4%	4%	-9%	7%	23%	7%	-1
CN1C(=O)C2(CCN(Cc3cncs3)C2)c2ccccc21 (stereo not given)	4%[87.6 µM]	-19%[138 µM]	i	4%[172 µM]	23%[87.6 µM]	?	0
COc1ccc(C(=O)N2CCN(C(=O)c3cccc(-c4ccccc4OC)c3)CC2)cc1	1%[12.5 µM]	?	-10%	nt	-2%	?	-1
O=C(CSc1nc(-c2ccccc2)nc2c1CCCC2)c1ccc(F)cc1	-2%	nt	nt	nt	18%	nt	-5
CC1CC(=O)NN=C1c1ccc(NCC(C)(C)NCC(O)COc2cc(Cl)ccc2C#N)cc1 (stereo not given)	-11%	nt	0%	nt	29%[25.6 µM]	nt	-3
CC(C)(O)C1CCCN(C(=O)c2cc(COc3cccc(F)c3)[nH]n2)C1 (stereo not given)	-3%	-11%	-25%	5%	0%	-14%	7
CCOCc1nc(C2CCCN(C(=O)NC3CCCC3)C2)no1 (stereo not given)	2%[12.5 µM]	-13%	5%	2%	-6%	14%	1
CN(C)c1ccc(-c2nc3cnccn3c2Nc2cccc(C(F)(F)F)c2)cc1	8%	nt	nt	nt	11%	nt	-10

Next records follow:
SMILES | SNCA viab count | 3T3 cytotox | GPT2 inhibitor | Luciferase inh | SNCA expr inhib | HEK cytotox | IP6K1 inh
Cc1cccc(N2CCN(S(=O)(=O)c3cc(C(=O)Nc4ccc(Oc5ccccc5)cc4)ccc3F)CC2C)c1 (stereo not given) | -3% | nt | nt | nt | -8% | nt | -2
CCCCC(CC)CN1CN(CC(CC)CCCC)CC(C)(N)C1 (stereo not given) | ? | nt | -2% | nt | 3%[25.6 µM] | nt | -13
COc1ccc(OC)c(NC(=O)Cn2nc3n(c2=O)CCCCC3)c1 | 21% | i | i | -1% | 4% | 4% | 11
CC(=O)O[C@@H]1[C@H](OC(C)=O)C[C@@]2(C)C(CC[C@@H](C)[C@]23Cc2c(O)cc4c(c2O3)CN([C@@H](CCC(=O)O)C(=O)O)C4=O)C1(C)C (stereo not given in full) | -21%[23.9 µM] | nt | i | nt | nt | nt | -2
O=C(N[C@@H]1CN(Cc2ccccc2)C[C@H]1CO)c1cn[nH]c1 | 10% | -7% | 2% | -6% | -17% | -5% | 0
COc1ccccc1CNC(=O)c1cnc2sc(N3CCCCCC3)nn2c1=O | 7% | nt | nt | nt | 1% | nt | 20
O=C(CCc1ccccc1)Nc1cnc(-c2cccnc2)nc1 | 1% | -2% | 4% | -13% | 1% | ? | 13
Cc1cc(C)n(C2CN(c3cc(C4CC(O)C4)nc(C)n3)C2)n1 (stereo not given) | 7% | 4% | i | 10% | 4% | 3% | 8
CCNC(=O)N1C[C@@H]2OCC(=O)N(C(C)C)[C@@H]2C1 | 0%[87.6 µM] | -9%[230 µM] | i | -7%[230 µM] | -29%[87.6 µM] | -6%[230 µM] | 25
COC(=O)C[C@](O)(CCCC(C)(C)O)C(=O)O[C@@H]1C(OC)=C[C@]23CCCN2CCc2cc4c(cc2[C@H]13)OCO4 | 5% | nt | i | nt | 78%[activator] | nt | nt
Cn1nc(C2CC2)cc1NC(=O)c1ccc(Cl)cc1 | -20%[87.6 µM] | ? | 1%[88.5 µM] | nt | 47%[activator][87.6 µM] | -28%[172 µM] | 4
CCC(C)NC(=O)N1CC(n2cc(C(=O)N3CCOCC3)nn2)C1 (stereo not given) | 7% | i | i | -5% | 30%[activator] | i | 4
CC(=O)N1CCC(Oc2ccc(Cl)cc2C(=O)N(C)Cc2sccc2C)CC1 | -6% | ? | i | -1% | -8% | 1% | 9
Cc1ccc(C)c(NC(=O)CN2C(=O)NC3(CCC(C)CC3)C2=O)c1 (stereo not given) | -2% | ? | 3% | -9% | -21% | ? | -16
O=C(c1ccccn1)N1CC[C@H]2COC(=O)N2c2cc(F)ccc2C1 | 2%[87.6 µM] | i | 0%[88.5 µM] | 1%[172 µM] | 3%[87.6 µM] | 1%[172 µM] | 8
COc1ccc(/C=C/C(=O)Nc2ccc3nc4c(c(Nc5ccc(OC)c(OC)c5)c3c2)CCCC4)cc1 | ? | nt | nt | nt | ? | nt | -5
Cc1ccc(CNC(=O)Cc2c(C)c3c(cc(C)c4c(C)coc43)oc2=O)cc1 | 2% | nt | nt | nt | -5% | nt | -26*
O=C(CC1CCCC1)N1CCCC(c2nc(C3CCOCC3)no2)C1 (stereo not given) | -13% | -16% | -1% | -3% | 30%[activator] | 1% | 0
COc1ccc2c(c1)c1c(c(=O)n(-c3ccc(F)c(Cl)c3)c(=O)n1Cc1ccccc1F)n2C | -2% | nt | nt | nt | -16% | nt | 15
O=C(CSc1nc2ccccc2n1Cc1ccccc1)N1CCN(c2ccc(F)cc2)CC1 | 1% | nt | nt | nt | 4% | nt | 0
O=C(c1cc(F)ccc1F)N1CCCC(c2nc(C3CCOCC3)no2)C1 (stereo not given) | -2% | -20% | i | -11% | 4% | -8% | 3
COCC1CN(C2CCC2)CC12CCN(C(=O)c1ccoc1)CC2 (stereo not given) | 1% | -10% | -15% | 3% | -22% | -20% | 2
CCCCCCCCCC[Si](C)(C)CCC(=O)NC(Cc1ccc(C)cc1)c1ccccc1 (stereo not given) | 4% | nt | i | nt | -7% | nt | nt
